# PLK1 PBD inh: blocks phosphopeptide binding to human PLK1 polo-box domain; P53350; Plk1 PBD binding of FITC phosphopeptide, fluorescence polarization; Potency, µM, for the others: max response, negative = inhibition, hits mostly inhibitors; hit rate 2.8% among 360,000; note: potency is the fitted concentration of half-maximal effect; series mostly up to about 57 µM; % is set by controls: 0 for no effect and ±100 for the full control effect; nearly all actives have a fitted effect of over 65% in size
# EPAC2 antagonist: blocks human EPAC2 exchange factor; Q8WZA2; EPAC2 GEF exchange of Rap1B-BODIPY-GDP, fluorescence; Potency, µM (titrated, usually from 114 µM), without a hit: top-dose activity, negative = inhibition, usual class: inhibitors; hit rate 0.18% among 360,000; AID 720708; note: potency is the fitted concentration of half-maximal effect; % is set by controls: 0 for no effect and ±100 for the full control effect; nearly all actives have a fitted effect of over 45% in size; many of its hits are not listed in these tables
# EPAC1 ag: EPAC1 (human) agonism. O95398. EPAC1 agonist qHTS, biochemical assay; response scale: 100% = response to 6.5 mM cAMP. Potency, µM (series often up to 154 µM), inactives show at the top dose activation, most hits filed as activators. hit rate 0.073% among 360,000; note: potency is the fitted concentration of half-maximal effect; nearly all actives have a fitted effect of over 60% in size
#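 EPAC1 100 nM, Rap1B–BODIPY-GDP 250 nM, unlabeled GDP 50 uM; compound titration; 5 min RT; kinetic read ex480/em540 at 5-min intervals ×30 min; data normalized to 6.5 mM cAMP agonist control.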
# WRN helicase inh: WRN helicase (human) inhibition; Q14191; WRN helicase unwinding, fluorescent forked duplex, kinetic; Potency, µM (titrated, usually from 114 µM), without a hit: top-dose activity change, negative = inhibition, hits mostly inhibitors; hit rate 0.46% among 360,000; AID 651768; note: potency is the fitted concentration of half-maximal effect; % is set by controls: 0 for no effect and ±100 for the full control effect; nearly all actives have a fitted effect of over 55% in size
# Target sequence (Q14191 whole entry, looked up): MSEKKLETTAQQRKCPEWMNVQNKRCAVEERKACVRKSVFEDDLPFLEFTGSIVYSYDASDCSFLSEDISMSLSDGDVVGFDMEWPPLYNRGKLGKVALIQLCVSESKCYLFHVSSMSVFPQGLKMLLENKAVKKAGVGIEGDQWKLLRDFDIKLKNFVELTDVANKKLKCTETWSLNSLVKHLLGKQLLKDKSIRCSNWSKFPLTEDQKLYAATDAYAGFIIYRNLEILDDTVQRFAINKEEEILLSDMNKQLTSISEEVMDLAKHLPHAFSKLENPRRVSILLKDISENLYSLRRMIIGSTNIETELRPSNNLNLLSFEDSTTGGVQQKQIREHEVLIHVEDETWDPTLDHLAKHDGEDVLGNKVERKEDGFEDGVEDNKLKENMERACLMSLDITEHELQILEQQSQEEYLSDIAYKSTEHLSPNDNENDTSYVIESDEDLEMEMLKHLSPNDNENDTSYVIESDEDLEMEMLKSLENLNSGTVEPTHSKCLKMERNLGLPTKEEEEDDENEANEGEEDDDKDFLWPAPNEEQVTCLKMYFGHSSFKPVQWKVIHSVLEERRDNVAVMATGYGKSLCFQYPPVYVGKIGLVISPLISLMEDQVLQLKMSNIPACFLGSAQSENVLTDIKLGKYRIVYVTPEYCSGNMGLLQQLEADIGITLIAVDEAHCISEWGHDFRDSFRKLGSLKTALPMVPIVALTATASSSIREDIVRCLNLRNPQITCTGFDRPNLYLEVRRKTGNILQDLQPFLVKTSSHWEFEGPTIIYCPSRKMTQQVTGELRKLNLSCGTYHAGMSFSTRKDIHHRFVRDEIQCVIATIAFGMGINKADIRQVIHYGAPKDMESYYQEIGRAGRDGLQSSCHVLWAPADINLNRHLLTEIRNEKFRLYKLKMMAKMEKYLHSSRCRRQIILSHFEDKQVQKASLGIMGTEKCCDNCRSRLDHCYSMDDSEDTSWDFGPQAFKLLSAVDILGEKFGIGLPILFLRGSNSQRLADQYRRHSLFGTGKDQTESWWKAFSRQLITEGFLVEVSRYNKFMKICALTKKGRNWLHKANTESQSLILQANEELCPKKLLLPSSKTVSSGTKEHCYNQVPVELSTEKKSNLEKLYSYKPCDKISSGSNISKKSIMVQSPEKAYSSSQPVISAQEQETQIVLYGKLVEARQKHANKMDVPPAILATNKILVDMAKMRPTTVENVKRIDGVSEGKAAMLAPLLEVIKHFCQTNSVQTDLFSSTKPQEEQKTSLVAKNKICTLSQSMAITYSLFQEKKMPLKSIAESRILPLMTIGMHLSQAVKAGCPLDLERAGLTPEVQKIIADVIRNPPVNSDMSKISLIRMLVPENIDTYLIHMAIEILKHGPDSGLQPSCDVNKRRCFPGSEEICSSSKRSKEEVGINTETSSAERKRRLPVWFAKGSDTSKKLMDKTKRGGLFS
#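 WRN at 20 nM final preincubated with compound 15 min at room temperature; reaction started with 100 nM fluorophore/quencher forked duplex oligonucleotide and 2 mM ATP final. Unwinding followed kinetically by red fluorescence (ex 525, em 598 nm).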
# Mm-Cpn inhibitor: inhibitors of Methanococcus maripaludis chaperonin (MmCpn); purified Mm-Cpn ATPase, ADP Transcreener TR-FRET; Potency, µM (top dose mostly 76.9 µM), inactives show at the highest dose activity, negative = inhibition, most hits filed as inhibitors; hit rate 0.031% among 330,000; AID 504842; note: potency is the fitted concentration of half-maximal effect; % is set by controls: 0 for no effect and ±100 for the full control effect; nearly all actives have a fitted effect of over 80% in size
#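 Eu-cryptate anti-ADP/ADP-d2 competition gives a ratio inversely related to ADP. Enzyme at 25 nM was pre-exposed to compound for 10 min, then given 10 uM ATP for 30 min, 37°C throughout.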
# CCT modulator: modulators of cytosolic chaperonin (CCT/TRiC) activity; AID 651819; hit rate 0.3% among 360,000; activity change, % (concentration not given with the values), hits read low; purified chaperonin ATPase assay, HTRF ADP detection, 30 min; in the data active = activity change below about -30%; note: % is set by controls: 0 for no effect and ±100 for the full control effect
#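 Enzyme 40 or 20 nM (batch-dependent) in Tris pH 7.4/KCl/MgCl2/DTT; cpd 76 uM single point; ATP 10 uM; 30 min 37 °C; Transcreener ADP HTRF detection, 30 min RT; ratio 665/615.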
# EPAC1 antag: antagonists of human EPAC1; O95398; EPAC1 GEF assay, Rap1b-BODIPY-GDP exchange fluorescence; Potency, µM (titrated, usually from 115 µM), without a hit: at the top dose activity change, negative = inhibition, most hits filed as inhibitors; hit rate 0.14% among 360,000; AID 720709;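 note: potency is the fitted concentration of half-maximal effect; plate controls were vehicle for no effect and positive control for full effect; nearly all actives have a fitted effect of over 50% in size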
# PI5P4Ka inh: blocks human PI5P4K alpha kinase activity; P48426; PI5P4Kalpha enzyme, ADP-Glo luminescence, 60 min; hits give low values; max response, %; hit rate 1.2% among 330,000; AID 652105; active = max response of -50% or lower; inconclusive = between -30% and -50%; inactive = -30% or higher; note: value at the top dose of about 77 µM; % is set by controls: 0 for no effect and ±100 for the full control effect
#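 Single end-point luminescence (ADP-Glo) quantified ADP from PI5P4Kalpha turnover; ATP 5 microM final, 1 h at RT, 0.1% CHAPS and 0.28 mM EGTA in HEPES pH 7.4.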
# Numbers without * were called inactive; ? = inconclusive; . = no result given; [ ] = dose if it differs, or a comment. Unless noted, calls come from the whole dose curve; as a rule, active = well fitted curve in the direction sought with a large enough effect; inconclusive = small, poorly fitted or top-dose-only effect, or another doubt; inactive = no such curve, though single readings can be large; an effect the other way counts as inactive or inconclusive. The list is partial; rates above refer to the full screens.
SMILES,PLK1 PBD inh,EPAC2 antagonist,EPAC1 ag,WRN helicase inh,Mm-Cpn inhibitor,CCT modulator,EPAC1 antag,PI5P4Ka inh
c1ccc(-c2nnc3nc(N4CCCCC4)nc(N4CCCCC4)n23)cc1,-6%,-3%,4%,-9%,.,-0.6,5%,5
CCOC(=O)c1ccc(CNC(=O)C2CCC(=O)N(Cc3cccc(OC)c3)C2)o1 (stereo not given),-7%,16%,4%,-18%,0%,1.4,7%,-2
CCOc1ccc(Oc2ccc(NS(=O)(=O)c3cc(C(=O)O)ccc3Cl)cc2)cc1,-12%,-17%,-7%,-6%,1%,0.8,-18%,-10
NC(=O)C[N+]1(CC#CC(O)(c2ccccc2)c2ccccc2)CCCC1,-20%,8%,3%,-16%,1%,-0.8,-9%,-6
CC1(CC(=O)Nc2ccccc2)NC(=S)N(c2ccccc2)N1 (stereo not given),27µM*,-2%,7%,1%,3%[15.4 µM],-1.0,10%,-11
O=C(CN1CCC(c2nc3ccccc3s2)CC1)N1CCCCC1,-5%,-11%,3%,-5%,1%,-1.6,-10%,1
N/C(Cc1ccc(Cl)cc1Cl)=N\OC(=O)Cc1ccc(Cl)cc1,-1%,2%,-1%,-5%,2%,-1.5,-18%,2
CC(C)(C)NS(=O)(=O)c1ccc(CCC(=O)O)cc1,-5%,6%,-4%,2%,2%,-2.5,3%,.
Cc1ccc(C2=NN(CC(=O)NCCC(C)C)C(=O)CC2)cc1,0%,-3%,-16%,2%,-2%,-1.4,-1%,-8
CCOCc1c(C(=O)NCc2ccccc2CN2CCCC2)oc2ccccc12,-4%,2%,0%,3%,-2%,1.0,9%,2
O=C(CCc1nc2ccccc2c(=O)[nH]1)OCc1nnc(-c2ccccc2)o1,-11%,3%,-4%,?,0%,1.6,16%,-27
CCOC(=O)c1c(/N=C/c2cccc([N+](=O)[O-])c2O)sc(C)c1C,?,-4%,3%,-24%,0%,-0.6,4%,-69*
c1ccc(Cn2nnnc2C(c2cccs2)N2CCc3ccccc3C2)cc1 (stereo not given),-9%,0%,13%,-3%,-1%,-1.7,-18%,.
O=C(Nc1ccc2c(c1)OCO2)C1(S(=O)(=O)c2ccc(Cl)cc2)CC1,0%,6%,-1%,6%,0%,2.3,4%,.
COc1cccc(CNc2nc3cc(-c4cccc(C(F)(F)F)c4)sc3c(=O)n2C)c1OC,-1%,-25%,13%,2%,.,-2.7,0%,42
CC[C@]12c3[nH]c4ccc(Cl)cc4c3CCN1C(=O)[C@@H](CC(=O)NCCN1CCOCC1)C[C@@H]2C(=O)N1CCN(C(=O)c2ccco2)CC1,-5%,16%,-21%,0%,0%,-4.1,-11%,-3
Cc1ccc(CNC(=O)c2ccc(C#CC(C)(C)O)s2)cc1,4%,-3%,0%,5%,1%,0.1,4%,.
CC(C)N(Cc1nc(-c2ccc(Cl)cc2)no1)C(=O)CCC1CCCC1,3%,-27%,-13%,-4%,2%,-0.2,-11%,13
N#Cc1cn(Cc2ccco2)c(=O)[nH]c1=O,3%,-1%,9%,-17%,.,-0.1,-7%,-2
CC(=O)c1ccc(NC(=O)c2ccc(CNc3c(N4CCCC4)c(=O)c3=O)cc2)cc1,-21%,15%,-3%,-13%,1%,0.0,2%,1
CCOc1ccc(NC2=CC(=O)C(=O)c3ccccc32)cc1,-2%,1%,-17%,-15%,.,-3.5,-21%,-2
Clc1ccc(-n2cc(-c3ccc(Br)cc3)[n+]3c2CCCCC3)cc1,1%,14%,12%,6%,1%,-1.6,3%,-1
CSc1ccc(S(=O)(=O)NCC(=O)OC(C)C(=O)NCc2ccccc2)cc1[N+](=O)[O-] (stereo not given),-7%,2%,3%,6%,-3%,-0.4,-2%,4
CC1(C)CC(=O)C(C=Nc2ccc(Cl)cn2)=C(O)C1,0%,-4%,12%,7%,3%,-0.6,-9%,-2
COCCn1c(N)c(C(=O)c2cccc(S(=O)(=O)N3CCCCCC3)c2)c(=O)[nH]c1=O,3%,4%,-12%,-2%,-3%,0.7,-4%,-5
C[C@@H](O)CNC(=O)c1[nH]cnc1C(=O)Nc1cccc(Cl)c1,-9%,5%,14%,3%,.,-3.8,-25%,3
COc1cccc(NC(=O)N2CCCC(C(=O)Nc3ccccc3OC)C2)c1 (stereo not given),-3%,1%[57.1 µM],3%,3%,-1%,-0.5,10%,-2
CCCN(C(=O)c1cc(S(=O)(=O)N(C)c2ccccc2OC)ccc1C)C1CCS(=O)(=O)C1 (stereo not given),-13%,1%,16%,6%,.,-1.9,-25%,-3
O=C(CSCc1ccccc1F)NCc1ccc(F)cc1,-16%,-13%,-7%,-3%,1%,-1.3,-8%,2
COc1ccccc1Cc1c(-c2ccc(OC)c(OC)c2)nc2ccc(C)cn12,-4%,-27%,9%,-11%,.,0.6,-12%,-4
O=C(Cn1cnc2ccccc2c1=O)NCC(=O)N1CCOCC1,1%,0%,2%,-6%,1%,0.9,-23%,1
Nc1[nH]c(C(=O)c2ccccc2)c(-c2ccc(Cl)cc2Cl)c1C(=O)c1ccc(Br)cc1,0%,-7%,-5%,2%,.,0.1,3%,-2
O=S(=O)(NCC(c1cccnc1)N1CCN(c2ccc(F)cc2)CC1)c1cc(F)ccc1F (stereo not given),-1%,-3%,-2%,-6%,.,-1.7,9%,.
Cc1[nH]c(=O)[nH]c(=O)c1NC(=O)c1ccccc1[N+](=O)[O-],2%,-16%,4%,2%,.,1.8,15%,-1
Cc1ccc([N+](=O)[O-])cc1S(=O)(=O)N(C(=O)c1ccncc1)c1ccc2oc3c(c2c1)CCCC3,-19%,-14%,1%,-10%,0%,-3.0,-25%,4
O=c1oc2cc(Oc3ccc(C(F)(F)F)cc3[N+](=O)[O-])ccc2c2c1CCC2,-18%,-15%,0%,-3%,-1%,-0.4,-4%,-10
O=C(CN1c2cccc3cccc(c23)S1(=O)=O)NCc1ccc(F)cc1,-10%,-14%,-3%,-13%,-1%,0.5,?,-24
Cc1sc(NC(=O)c2ccco2)c(C(c2ccccc2)N2CCC(C)CC2)c1C (stereo not given),-13%,-9%,9%,-12%,0%,-1.6,-6%,17
CC1=C(C(=O)N(C)C)CC(CC(=O)NCCN2CCOCC2)C(=O)N1Cc1ccc(C(C)(C)C)cc1 (stereo not given),-4%,7%,-8%,0%,.,0.4,1%,3
Cc1cccc(NC(=O)Nc2ccccn2)c1C,-4%,8%,12%,-2%,1%,-4.0,-20%,-4

# Entries of single compounds, quoted from the list. Order of values: PLK1 PBD inh, EPAC2 antagonist, EPAC1 ag, WRN helicase inh, Mm-Cpn inhibitor, CCT modulator, EPAC1 antag, PI5P4Ka inh
# O=C(CSCc1ccccc1F)NCc1ccc(F)cc1 is listed with -16%, -13%, -7%, -3%, 1%, -1.3, -8%, 2
# COc1cccc(NC(=O)N2CCCC(C(=O)Nc3ccccc3OC)C2)c1 (stereo not given) is listed with -3%, 1%[57.1 µM], 3%, 3%, -1%, -0.5, 10%, -2
# Cc1[nH]c(=O)[nH]c(=O)c1NC(=O)c1ccccc1[N+](=O)[O-] is listed with 2%, -16%, 4%, 2%, ., 1.8, 15%, -1

# (more compounds)
SMILES,PLK1 PBD inh,EPAC2 antagonist,EPAC1 ag,WRN helicase inh,Mm-Cpn inhibitor,CCT modulator,EPAC1 antag,PI5P4Ka inh
CCc1ccccc1NC(=O)N1CCC(NC(=O)C(Cc2ccccc2)NC(C)=O)CC1 (stereo not given),-8%,9%,-8%,5%,3%,1.4,-1%,1
COc1c(C)cc(C(=O)C2CCCN(C(=O)c3snnc3C)C2)cc1C (stereo not given),-16%,6%,8%,-1%,-1%,-1.0,2%,-4
CCOc1ccc(N2C(=O)CC(N(CCc3ccc(OC)cc3)C(=O)/C=C/C(=O)O)C2=O)cc1 (stereo not given),-4%,-3%,8%,-13%,-4%,1.4,-1%,-2
Cc1ccc(N2CC(C(=O)N3CCCc4ccccc43)CC2=O)cc1 (stereo not given),-8%,0%,-2%,-3%,0%,1.4,6%,.
C=COCCNC(=O)C(=O)NC(C)C,-4%,4%,13%,-2%,0%,0.6,0%,4
c1ccc(-c2nnc3sc(-c4ccncc4)nn23)cc1,?,-1%,3%,-2%,0%,-6.7,1%,.
Cc1ccc(OCC(=O)N2CCCC(CO)(CCOc3ccccc3)C2)cc1 (stereo not given),-4%,-11%,6%,-34%,-3%,-2.3,4%,-7
Cc1ccc(NC(=O)c2ccc3[nH]c(=O)c(=O)[nH]c3c2)nc1,4%,22%,-2%,-8%,0%,1.2,-9%,-1
CCOC(=O)[C@H]1[C@H]2COc3ccc(Cl)cc3[C@@H]2N2C(=O)c3cc(OC)ccc3NC(=O)[C@@]12C,-8%,-5%,3%,0%,-5%,-0.8,-1%,-5
CC(/C=N/NC(=O)c1cc(C(C)C)[nH]n1)=C\c1ccccc1,30µM*,4%,-4%,-1%,-1%,-1.4,-7%,-3
CCOC(=O)CC(=O)NC(CC(=O)OC)c1ccc(C(C)C)cc1 (stereo not given),-6%,4%,-11%,9%,-1%,0.7,-3%,0
CCOC(=O)C(NC(=O)NCc1ccc(F)cc1)(OCC)C(F)(F)F (stereo not given),-2%,-2%,4%,-25%[57.1 µM],-1%,-1.0,18%,-2
COc1ccc(-n2c(SCC(=O)Nc3cc(C)on3)nc3c([nH]c4ccccc43)c2=O)cc1OC,0%,-3%,-18%,-7%,-13%,1.0,-28%,-5
CCC(C)N1C(=O)N(C)C2NC(=O)NC21 (stereo not given),27µM*,3%,4%,6%,1%,-1.1,0%,-17
O=C(Cc1ccccc1)N1CCC(c2nc(-c3ccc(F)cc3)no2)CC1,-2%,-5%,-4%,6%,4%,-0.2,7%,.
CC1CC(C)CN(C(=O)CSc2nnc(CSc3ncccn3)n2C)C1 (stereo not given),-8%,9%,-4%,1%,2%,-2.6,4%,1
CCOC(=O)CSc1ccc2nnc(CCNS(=O)(=O)c3ccccc3)n2n1,-4%,1%,5%,-5%,-9%,-1.6,-1%,1
CN(Cc1ccc2c(c1)OCO2)C(=O)c1cc(-c2ccccc2)c(N2CCOCC2)s1,-9%,-6%,4%,6%,3%,-3.7,-10%,5
CCOc1ncccc1C(=O)OC(C)C(=O)NC(=O)NC1CCCCC1 (stereo not given),-12%,0%,-4%,-2%,2%,-19,-12%,-1
Cc1ccccc1OCC(=O)OC(C(=O)c1ccccc1)c1ccccc1 (stereo not given),-3%,3%,10%,5%,-4%,0.2,25%,1

# Screens deposited in PubChem BioAssay by National Center for Advancing Translational Sciences (NCATS).
